HPDE-C7 viability – HPDE-C7 pancreatic duct cell viability loss – fluorescence, HTS (AID 430). hit rate 1.8% among 63,000. one-dose cytotoxicity, % at 10 µM; EC50 in µM for titrated hits. HPDE-C7 pancreatic duct cells viability, fluorescence; higher % means a stronger effect;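 further: cells exposed to compound for 48 hours before viability readout; 0% = vehicle and 100% = reference cytotoxic drug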
HPDE-C7K KRASV12 – viability loss of HPDE-C7K cells – cell-based, fluorescence, HTS, primary screen (AID 431). HPDE-C7K KRASV12 cells, Alamar Blue viability, 48 h; higher % means a stronger effect. cytotoxicity, % at 10 µM; hits with a dose series show EC50 in µM. hit rate 1.7% among 63,000;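 active means compounds whose percent cytotoxicity in the single-dose primary screen, scaled between solvent and toxic-drug controls, exceeds 50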;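 further: 0% = DMSO solvent wells and 100% = doxorubicin-treated wells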
Spn MK inh – blocks S. pneumoniae mevalonate kinase. purified MK, PK/LDH-coupled NADH absorbance 340 nm. inhibition, % at 10 µM. hit rate 0.48% among 65,000;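 active means ranked among the strongest by inhibition in the single 10 µM screen, a fixed top-ranked set picked for dose follow-up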; further: no value below 0 was filed
DPM-DC inhibit – S. pneumoniae DPM-DC inhibition; purified DPM-DC, PK/LDH coupled NADH fluorescence; hit rate 0.49% among 65,000; calls only at 10 µM; AID 556;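 active means the 320 compounds with the highest percent inhibition in the single-dose primary screen, excluding strongly autofluorescent ones, cut at about 32% in these data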;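 further: kinetic rate of NADH fluorescence loss reporting ADP formed by the decarboxylase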
Alkaline phosphatase – human TNAP enzyme inhibitors, biochemical, luminescent (AID 518); inhibition, % at 20 µM, or IC50 in µM where a hit was titrated; hit rate 0.09% among 64,000; purified TNAP enzyme, luminescent substrate readout; higher % means a stronger effect; in the data active means a potency from the dose series; inactive means the rest, 99 in 100 with inhibition below about 22%;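 further: plate controls were vehicle for no effect and reference inhibitor for full effect; many of its hits are not listed in these tables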
Bfl-1 inhibitors – displacement of Bid BH3 peptide from Bfl-1 – biochemical, fluorescence polarization, FITC-Bid, mouse, primary screen (AID 432). displacement, % at 20 µM, or IC50 in µM where a hit was titrated. FITC-Bid BH3 peptide fluorescence polarization displacement; higher % means a stronger effect. hit rate 0.02% among 64,000; in the data active means a potency from the dose series; inactive means the rest, 99 in 100 with displacement below about 15%; further: strong numbers were not always called active
HT1080 viability – cytotoxicity in HT1080 fibrosarcoma cells, cell-based, fluorescence readout (AID 620); cytotoxicity, % at 10 µM; hits with a dose series show EC50 in µM; HT1080 viability, fluorescence; higher % means a stronger effect; hit rate 0.42% among 87,000;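 further: cells exposed to compound overnight then 4 h with Alamar Blue; 0% = vehicle DMSO and 100% = killing control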
PMK inhibit – blocks S. pneumoniae phosphomevalonate kinase. purified PMK, PK/LDH-coupled NADH absorbance 340 nm. hit rate 0.49% among 65,000. inhibition, % at 10 µM;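 active means top-ranked compounds by inhibition in the single 10 µM screen, taking a fixed number of the strongest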;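 further: 0% = full reaction with DMSO carrier and 100% = background rate without enzyme reaction; no value below 0 was filed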
LYP phosphatase – inhibition of human PTPN22 tyrosine phosphatase – biochemical, DiFMUP fluorescence, recombinant catalytic domain, 10 µM, primary screen (AID 606); recombinant LYP catalytic domain, DiFMUP fluorescence; higher % means a stronger effect; inhibition, % at 10 µM, or IC50 in µM where a hit was titrated; 52,000 tested, under 10 active;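 active means IC50 under 40 µM in the dose-response test; inactive means IC50 of 40 µM or more, or never dose-tested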
PMK inhibit pilot replicates – recorded beside PMK inhibit, whose call it bears; inhibition, %; measured here: pilot screen replicates
Spn MK inh pilot replicates – recorded beside Spn MK inh, whose call it bears; inhibition, %; measured here: pilot screen replicates
DPM-DC inhibit pilot screen % – second read-out of DPM-DC inhibit, no call of its own (marks repeat the call); inhibition, %; measured here: pilot screen trials
The depositor's hits bear a star; i = inactive; nt = not tested or not shown. Unless noted, no stated cut-off is given here; in the data, active means cytotoxicity above about 50%; inactive means the rest. Outcome played no part in choosing rows. About 3.4% of those tested had a hit in this group.

SMILES	HPDE-C7 viability	HPDE-C7K KRASV12	Spn MK inh	DPM-DC inhibit	Alkaline phosphatase	Bfl-1 inhibitors	HT1080 viability	PMK inhibit	LYP phosphatase	others
CCOC(=O)CSc1nnc(CNC(=O)c2cccs2)n1-c1cc(OC)ccc1OC	1%	29%	0	i	7%	1%	-12%	16	4%	PMK inhibit pilot replicates=4.0;Spn MK inh pilot replicates=0.0;DPM-DC inhibit pilot screen %=0.0
Cc1ccc(CN2CCN(CC(=O)NCc3ccc(Cl)cc3)C2=O)cc1	-22%	-4%	11	i	6%	1%	nt	5	17%
CC(C1CC1)N(C(=O)c1ccccc1O)c1ccccc1 (stereo not drawn)	-10%	-11%	8	i	6%	-8%	-10%	0	11%
O=C(O)c1ccc(CSCc2ccco2)cc1	-12%	-22%	nt	nt	6%	-12%	-11%	nt	nt
O=C(c1ccco1)N1CCN(C(c2ccc(Cl)cc2)c2nnnn2CC2CCCO2)CC1 (stereo not drawn)	-1%	-6%	2	i	0%	-1%	0%	16	-3%
C/[N+]([O-])=C1\Cc2ccccc2C1=O	-3%	-9%	4	i	-1%	6%	-8%	0	12%
CCCCCn1c(SCC2CCCO2)nc2cc(C(=O)N3CCC(C(N)=O)CC3)ccc2c1=O (stereo not drawn)	-5%	-6%	3	i	12%	1%	-6%	16	-6%
CC(C)Cn1c(CN2C(=O)c3ccccc3C2=O)nc2ccccc2c1=O	-2%	2%	4	i	9%	-2%	8%	11	14%
NC(=O)SCC(=O)Nc1ccc(Cl)c(Cl)c1	nt	nt	3	i	24%	-2%	-1%	7	15%
Cc1c(NC(=O)C(C)N2CC(C)OC(C)C2)c(=O)n(-c2ccccc2)n1C (stereo not drawn)	2%	-5%	3	i	6%	0%	-3%	13	-6%
O=C(CCC1=NS(=O)(=O)c2ccccc2N1)NC1CCCCCCC1	-6%	0%	8	i	4%	1%	4%	10	nt
CCOc1ccc(CCNS(=O)(=O)c2cccc3nsnc23)cc1OCC	4%	-3%	8	i	12%	-2%	11%	4	17%
CCOCC(=O)Nc1ccc(S(=O)(=O)N2CCOCC2)cc1	-23%	-14%	7	i	9%	-12%	-5%	11	13%	PMK inhibit pilot replicates=0.5;Spn MK inh pilot replicates=0.0;DPM-DC inhibit pilot screen %=3.5
Cn1ccnc1C(O)c1ccc(OCc2ccccc2)cc1 (stereo not drawn)	-4%	-17%	2	i	-8%	-7%	-2%	1	14%
COc1ccc(N2C(=O)CCC(C(=O)N3CCCCCC3)C2c2ccc(OC)c(OC)c2)cc1 (stereo not drawn)	-16%	-8%	0	i	0%	-22%	-7%	0	10%
CCOC(=O)Cn1c(CCC(=O)O)ccc1-c1ccc(F)cc1	-3%	10%	11	i	17%	-5%	-7%	9	-2%	PMK inhibit pilot replicates=7.5;Spn MK inh pilot replicates=0.0;DPM-DC inhibit pilot screen %=6.5
CCOC(=O)c1cnn2c(C)cc(-c3ccccc3)nc12	7%	-3%	6	nt	11%	3%	-4%	12	nt
CCOC(=O)N1CCC(NC(=O)c2cc(S(=O)(=O)N3CCc4ccccc43)cn2C)CC1	-20%	-9%	0	i	-1%	-8%	6%	4	nt
O=C(NC1CCCCC1)C1CCCN(S(=O)(=O)c2cccs2)C1 (stereo not drawn)	-4%	4%	0	i	6%	12%	1%	11	7%
Cn1c(=O)c2c(nc(CN3CCN(c4ccccc4)CC3)n2Cc2ccccc2Cl)n(C)c1=O	-13%	-6%	4	i	9%	-5%	-3%	12	nt
Cc1ccc(-n2nc3c(c2NC(=O)c2ccc4c(c2)OCO4)CSC3)cc1	-11%	-17%	5	i	0%	-14%	11%	17	nt
O=C(NC12CC3CC(CC(C3)C1)C2)N1CCC(n2nnc3ccccc32)CC1	2%	-2%	13	i	-1%	-6%	24%	12	-9%
Cc1cc(C(=O)CSc2nnc(-c3ccco3)o2)c(C)n1Cc1ccco1	-9%	-18%	0	i	10%	-4%	-2%	16	6%
c1coc(-c2nc3nc4ccccc4nc3n2-c2ccc3c(c2)OCCO3)c1	-4%	3%	1	i	7%	-4%	22%	2	9%

Nothing new here: entries from further up.
SMILES	HPDE-C7 viability	HPDE-C7K KRASV12	Spn MK inh	DPM-DC inhibit	Alkaline phosphatase	Bfl-1 inhibitors	HT1080 viability	PMK inhibit	LYP phosphatase	others
CCOC(=O)c1cnn2c(C)cc(-c3ccccc3)nc12	7%	-3%	6	nt	11%	3%	-4%	12	nt
CCOC(=O)N1CCC(NC(=O)c2cc(S(=O)(=O)N3CCc4ccccc43)cn2C)CC1	-20%	-9%	0	i	-1%	-8%	6%	4	nt

More entries follow.
SMILES	HPDE-C7 viability	HPDE-C7K KRASV12	Spn MK inh	DPM-DC inhibit	Alkaline phosphatase	Bfl-1 inhibitors	HT1080 viability	PMK inhibit	LYP phosphatase	others
Cc1cnn(C(=S)NCc2ccco2)c1	13%	9%	12	i	28%	-3%	-2%	5	nt	PMK inhibit pilot replicates=4.0;Spn MK inh pilot replicates=1.5;DPM-DC inhibit pilot screen %=1.0
CCc1nc(C)ccc1OCC(=O)NCCCN(C)C	-2%	-10%	2	i	14%	-4%	-3%	15	nt
CCOC(=O)CSc1nnc(Cc2cc(=O)[nH]c(=O)[nH]2)n1-c1ccc(Cl)cc1	-23%	-15%	9	i	-1%	-8%	0%	11	nt
O=C(Nc1ccc2snnc2c1)N1CCOCC1	-1%	2%	6	i	7%	-5%	-10%	11	0%
CS(=O)(=O)NCc1csc(-c2ccccc2)n1	-16%	-9%	0	i	10%	0%	-1%	13	12%
CCOc1ccc(OCC)c(NC(=O)CSc2nnc(Cn3cnc4ccccc43)n2C)c1	-1%	-12%	12	i	6%	7%	-17%	8	7%
CCOC(=O)COn1c(=O)c(=O)n(OC)c2ccccc21	-13%	0%	7	i	11%	1%	24%	14	-1%
Cc1cc(C(=O)N2CCN(C(c3ccccc3)c3ccccc3)CC2)on1	-5%	6%	3	i	2%	-12%	-7%	9	-3%
Cc1nc(NCc2ccc3c(c2)OCO3)c2oc3ccccc3c2n1	21%	16%	3	i	9%	2%	-8%	1	nt	PMK inhibit pilot replicates=0.0;Spn MK inh pilot replicates=1.0;DPM-DC inhibit pilot screen %=0.0
CC(=O)Nc1ccc(N/C=C/C(=O)C(C)(C)C)cc1	-10%	-3%	13	i	2%	-2%	13%	6	3%
C1=C(N2CCOCC2)/C(=C/c2nc3ccccc3[nH]2)CC1	4%	1%	2	i	8%	23%	4%	5	15%
CCOC(=O)c1sc(NC(=O)c2ccc(C)o2)nc1C	-4%	-9%	6	i	6%	1%	0%	0	nt
CCNC(=O)CCc1nc(-c2ccc(C(C)(C)C)cc2)no1	-5%	-8%	4	i	1%	3%	-12%	5	nt
CSc1nc(SCC(=O)NCc2ccco2)c2c3c(sc2n1)CN(C)CC3	-10%	4%	9	i	7%	5%	5%	1	nt
Cc1ccc(S(=O)(=O)NCCCCCC(=O)N(C)C)cc1	-12%	-15%	3	i	4%	-16%	1%	7	-3%
O=C(NCCc1c[nH]c2ccccc12)c1cc(S(=O)(=O)N2CCCCC2)ccc1N1CCOCC1	-15%	-16%	3	i	1%	-4%	1%	11	nt
COc1cc(C(=O)NC2CC3CCCC(C2)N3CC(=O)Nc2ccccc2)cc(OC)c1OC (stereo not drawn)	8%	-1%	1	i	6%	-4%	6%	9	5%
Cn1c(SCC(=O)NCc2ccco2)nc2ccccc2c1=O	-10%	-9%	16	i	4%	97%	nt	25*	-18%
O=C(O)c1cnn2c1NC(c1ccc(F)cc1)CC2C(F)(F)F (stereo not drawn)	-10%	0%	7	i	15%	-1%	0%	1	6%	PMK inhibit pilot replicates=4.0;Spn MK inh pilot replicates=0.0;DPM-DC inhibit pilot screen %=0.0
CCn1c(SCC(=O)Nc2ccc(OCc3ccccc3)cc2)nnc1-c1ccco1	20%	1%	9	i	8%	0%	15%	8	2%
Cn1nccc1C(=O)Nn1cnnc1	-8%	1%	6	i	5%	-6%	2%	11	nt
CS(=O)(=O)NCc1ccc(C(=O)NCCOc2ccccc2)cc1	-13%	-18%	5	i	-1%	0%	1%	7	8%
CCCCCn1c(N2CCN(c3cccc(Cl)c3)CC2)nc2c1c(=O)[nH]c(=O)n2C	12%	26%	8	i	3%	0%	29%	14	11%
CCOC(=O)CSc1nc2sc3c(c2c(=O)[nH]1)CCCC3	3%	0%	6	i	7%	-3%	1%	5	-2%
CCCc1cc(C(=O)Nc2nccs2)cs1	2%	-5%	10	i	-4%	6%	nt	9	22%
COc1ccc2nc(NCCCNC(=O)c3cc(OC)c(OC)c(OC)c3)c(C#N)cc2c1	-2%	-6%	0	nt	-21%	0%	-5%	17	7%
O=S(=O)(c1ccc(Br)s1)N1CCN(c2ccccc2)CC1	-11%	-11%	4	i	11%	-2%	-2%	10	nt	PMK inhibit pilot replicates=0.5;Spn MK inh pilot replicates=2.5;DPM-DC inhibit pilot screen %=2.0
Cn1ccc(C(=O)OCC(=O)c2ccccc2)n1	3%	-4%	2	i	4%	-3%	-4%	5	9%
CCc1nnc(NC(=O)CCC(=O)N2CCN(C3CCCCC3)CC2)s1	15%	7%	4	i	14%	-7%	-12%	6	13%
CCCc1cc(C(N)=O)c(NC(=O)c2ccoc2C)s1	4%	11%	1	i	15%	2%	11%	0	6%
COc1cc(NC(=O)NCCN2CCN(c3ccc(Cl)cc3)CC2)ccc1C	2%	-7%	7	i	8%	-1%	6%	0	18%
COC(=O)C(C#N)C(c1cccnc1)c1c(C)[nH][nH]c1=O (stereo not drawn)	-2%	7%	4	i	-3%	5%	5%	0	3%
COc1ccc(NC(=O)C2Cc3ccccc3C(=O)O2)cc1 (stereo not drawn)	0%	6%	7	i	15%	-1%	4%	13	-8%	PMK inhibit pilot replicates=6.0;Spn MK inh pilot replicates=1.0;DPM-DC inhibit pilot screen %=0.0
CC(C)c1c(O)nc(SCC(=O)Nc2ccc3c(c2)CCC3)[nH]c1=O	-2%	-5%	7	i	7%	-3%	7%	1	-19%
O=S(=O)(c1cc(C(F)(F)F)ccc1Cl)N1CCCCCC1	-4%	6%	12	i	11%	0%	3%	7	2%
O=C1C(=O)N(Cc2cccnc2)C(c2ccccn2)/C1=C(/O)c1ccccc1 (stereo not drawn)	3%	-7%	0	i	11%	-9%	4%	10	16%
CCOC(=O)C1=C(C)OC(N)=C(C(=O)OCC)C1c1ccncc1 (stereo not drawn)	-11%	-13%	13	i	0%	2%	17%	0	12%
COc1cccc(CN2CCN(C(=O)c3cccs3)CC2)c1OC	2%	1%	3	i	16%	3%	-1%	0	-3%
CCc1nc2nc(C)cc(Nc3cccc(C(F)(F)F)c3)n2n1	-8%	-7%	0	i	1%	-7%	35%	17	-13%
O=C(NCCc1ccccc1)C1c2ccccc2C(=O)N1C1CC1 (stereo not drawn)	3%	-2%	0	i	2%	2%	-6%	12	-12%
CCSc1ccccc1C(=O)Nc1cccc(OC)c1	-40%	-12%	5	i	13%	-2%	-2%	6	1%	PMK inhibit pilot replicates=2.0;Spn MK inh pilot replicates=1.5;DPM-DC inhibit pilot screen %=2.5
CCOc1cc(N2CCOCC2)c(OCC)cc1NC(=O)Cc1cn2ccsc2n1	8%	8%	0	i	6%	-10%	10%	17	-16%
